tuberculosis growth = growth inhibition of non-replicating M. tuberculosis (AID 488890); Mycobacterium tuberculosis non-replicating, growth inhibition; higher % means a stronger effect; inhibition, % at 25 µM; hits with a dose series show IC50 in µM; 0.39% of 320,000 active; in the data active means a potency from the dose series; inconclusive means inhibition mostly from about 82% at the one dose, without a potency; inactive means the rest, 99 in 100 with inhibition below about 76%;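 further: plate controls were DMSO cells for no effect and high antibiotic wells for full effect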
H1N1 NS1A inhibition = H1N1 influenza NS1A inhibitors, functional cell based assay (AID 504329). NS1A functional cell-based assay, percent inhibition; higher % means a stronger effect. inhibition, % at 12.5 µM; hits with a dose series show IC50 in µM. 0.3% of 340,000 active; in the data active means a potency from the dose series; inconclusive means inhibition above about 27% without an active follow-up result; further: strong numbers were not always called active
inhibitors of VEEV = inhibitors of VEEV TC-83 cytopathic effect, confirmation, Vero cells (AID 588727) | Vero cells, VEEV TC-83 cytopathic effect inhibition; higher % means a stronger effect | one-dose inhibition, % at 20 µM; IC50 in µM for titrated hits | 0.13% of 350,000 active; in the data active means a potency from the dose series; inconclusive means inhibition mostly from about 14% at the one dose, without a potency; inactive means the rest, 99 in 100 with inhibition below about 12%; further: strong numbers were not always called active
PhoP GFP inhibition = PhoP regulon inhibitors, Salmonella typhi PhoP promoter GFP reporter, confirmatory (AID 1850). Salmonella Typhi PhoP-promoter GFP reporter, fluorescence, 4 h; higher % means a stronger effect. one-dose inhibition, % at 50 µM; IC50 in µM for titrated hits. 0.33% of 310,000 active; in the data active means a potency from the dose series; inconclusive means inhibition mostly from about 25% at the one dose, without a potency; inactive means the rest, 99 in 100 with inhibition below about 19%;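 further: 0% = induced wells with vehicle and 100% = uninduced wells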
H37Rv inhibition = M. tuberculosis growth inhibition, HTS (AID 449762). M. tuberculosis H37Rv growth inhibition, 7H9 media; higher % means a stronger effect. inhibition, % at 25 µM, or IC50 in µM where a hit was titrated. 0.59% of 330,000 active; in the data active means a potency from the dose series; inconclusive means inhibition above about 70% without an active follow-up result;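 further: bacterial growth assessed after seven days of incubation; strong numbers were not always called active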
inhibitors of VEEV 10K pilot screen = further read-out of inhibitors of VEEV, marked with its call; inhibition, %; measured here: 10K pilot screen inhibition
An asterisk follows results filed as active; i = inactive; ? = inconclusive; nt = no result given.

SMILES | tuberculosis growth | H1N1 NS1A inhibition | inhibitors of VEEV | PhoP GFP inhibition | H37Rv inhibition | others
Cc1ccc(C(=O)NNC(=O)c2cccc(S(=O)(=O)N3CCN(c4ccccc4)CC3)c2)cc1 | 6% | -8% | 0.1% | -1% | 2%
CC(OC(=O)CNC(=O)C12CC3CC(CC(C3)C1)C2)C(=O)Nc1ccc(S(N)(=O)=O)cc1 (centres undefined) | -13% | -17% | 0.8% | 0% | -2%
CC(=O)c1ccc(N2C(=O)CC(N3CCN(S(=O)(=O)c4ccc(C)c(C)c4)CC3)C2=O)cc1 (centres undefined) | -4% | -3% | 1.0% | nt | -4%
CC(C)(C)N(NC(=O)Nc1ccc(Cl)c(Cl)c1)C(=O)c1ccccc1 | 20% | 1% | 0.3% | 8% | 1%
COc1ccc(S(=O)(=O)N(C)C)cc1NS(=O)(=O)c1ccc(F)c(F)c1F | -10% | -3% | i | -8% | 2%
O=C(COC(=O)Cc1ccc(Cl)cc1Cl)Nc1ccccc1OC(F)F | 68% | -9% | 2.3% | 4% | -10%
COC(=O)c1ccc(/C=C(/NC(=O)c2ccccc2)C(=O)N2CCOCC2)cc1 | -2% | -2% | 1.5% | -9% | -6%
Fc1ccc(-c2ccnc3nc(-n4cccc4)nn23)cc1 | 5% | -23% | i | 5% | 0%
O=C(NCc1cccnc1)C1CC2c3ccccc3C1c1ccccc12 (centres undefined) | -23% | -8% | i | 6% | -6%
CCC1(C)CC(CCN(Cc2ccco2)C(C)=O)(c2ccccc2)CCO1 (centres undefined) | 7% | 5% | 1.8% | -3% | -4% | inhibitors of VEEV 10K pilot screen=5.1
c1ccc2c(c1)NC1(CCCCC1)n1c-2nc2ccccc21 | 7% | -32% | 3.5% | -8% | -5%
Cc1ccc(CN2CC(C(=O)NCCC3=CCCCC3)CC2=O)cc1 (centres undefined) | -15% | 0% | 2.1% | nt | -10%
Cc1ccc(Nc2nc(=O)[nH]nc2C)cc1 | 0% | -3% | 0.0% | -2% | -7%
CCCOc1ccc(N/C=C/C(=O)C(C)(C)C)cc1 | 63% | 14% | i | -4% | ?
CCOc1ccc(N2C(=O)CC(NC3CCN(C(=O)c4cccs4)CC3)C2=O)cc1 (centres undefined) | -6% | -4% | 2.2% | -9% | -9%
CCOC(=O)C(C(=O)Nc1cccc(C)c1)C1CCCCC1 (centres undefined) | -2% | -16% | 0.5% | 18% | -2%
O=C(Cn1nc(Cc2cccnc2)c2ccccc2c1=O)Nc1cc(F)ccc1F | 6% | -2% | 0.5% | -7% | 5%
Cc1ccc(Nc2nc3ccccc3c(=O)s2)cc1C | -27% | 2% | 1.3% | -7% | 3%
Cc1cc(C)nc(NC(=O)c2c(F)c(F)c(F)c(C(=O)Nc3cc(C)cc(C)n3)c2F)c1 | 17% | nt | 13% | 3% | 1%
O=C(CCl)N=c1sccn1Cc1cccc2ccccc12 | nt | -5% | 11% | nt | nt
NS(=O)(=O)c1cc(C(=O)NCCc2ccccn2)ccc1Cl | 7% | -17% | i | -9% | 0%
O=c1c2ccccc2nc(COc2ccccc2)n1/N=C/c1ccc(O)c(O)c1 | 19% | 3% | 9.5% | 21% | -2%
Cc1ccc2[nH]c(=O)c(CN(CCCN(C)C)C(=S)NCCc3ccccc3)cc2c1 | 46% | 13% | ? | -2% | 7%
COc1ccc(-c2noc(CCCC(=O)N3CCOCC3)n2)cc1 | 9% | 2% | 1.9% | 8% | -3%
COc1ccc(CNC(=O)c2cccc(S(=O)(=O)N3CCCCC3)c2)cc1OC | -1% | -8% | 0.7% | nt | -10%
COc1ccc(-c2ccc(CCC(=O)O)o2)cc1 | 73% | 12% | 2.2% | 0% | 1%
CCC(=O)Oc1ccc(C(=O)Nc2ccccc2C(=O)NCC(C)C)cc1 | 23% | 1% | 0.3% | 0% | 4%
COc1cccc(NC(=O)c2ccc(NC(=O)C(C)(C)C)cc2)c1 | -2% | 3% | 4.8% | 2% | 3%
O=C(COC(=O)c1cccc2ccccc12)Nc1ncc(C(F)(F)F)cc1Cl | 29% | -8% | 1.3% | -10% | 2%
CC(=O)CCc1oc2ccc(NC(C)=O)cc2c1-c1ccc(C)o1 | 10% | 3% | 11% | -2% | -1%

Pulled by compound from the entries so far, 5 records:
SMILES | tuberculosis growth | H1N1 NS1A inhibition | inhibitors of VEEV | PhoP GFP inhibition | H37Rv inhibition | others
O=C(Cn1nc(Cc2cccnc2)c2ccccc2c1=O)Nc1cc(F)ccc1F | 6% | -2% | 0.5% | -7% | 5%
NS(=O)(=O)c1cc(C(=O)NCCc2ccccn2)ccc1Cl | 7% | -17% | i | -9% | 0%
CC(=O)c1ccc(N2C(=O)CC(N3CCN(S(=O)(=O)c4ccc(C)c(C)c4)CC3)C2=O)cc1 (centres undefined) | -4% | -3% | 1.0% | nt | -4%
Fc1ccc(-c2ccnc3nc(-n4cccc4)nn23)cc1 | 5% | -23% | i | 5% | 0%
CCC1(C)CC(CCN(Cc2ccco2)C(C)=O)(c2ccccc2)CCO1 (centres undefined) | 7% | 5% | 1.8% | -3% | -4% | inhibitors of VEEV 10K pilot screen=5.1

The listing continues.
SMILES | tuberculosis growth | H1N1 NS1A inhibition | inhibitors of VEEV | PhoP GFP inhibition | H37Rv inhibition | others
CCS(=O)(=O)c1nc(S(=O)(=O)c2ccc(Cl)cc2)c(N2CCOCC2)s1 | 8% | 7% | 0.4% | 4% | 1%
COc1ccc(C(=O)C2CCCN(C(=O)CCC3=NNC(=O)CC3)C2)c(C)c1 (centres undefined) | -21% | 5% | 0.7% | -1% | -6%
COc1ccc(S(=O)(=O)Nc2cc(Cl)ccc2OC)cc1 | -13% | -2% | i | -4% | -6%
CC(NS(=O)(=O)c1ccc(CCC(=O)N2CCN(C)CC2)cc1)c1ccccc1 (centres undefined) | -3% | 1% | 0.6% | 9% | -4%
CCC(C)C(=O)Nc1cc(Cl)ccc1C(=O)O (centres undefined) | 1% | -2% | 1.0% | 6% | -7%
O=C(CN(C(=O)CCC(=O)Nc1ccccn1)c1ccc(F)cc1)NCc1ccco1 | 1% | 4% | i | -2% | -6%
CCCN(CC1CC1)c1nc(N)c2c(N)nc(OC)cc2c1C#N | 60% | -4% | 7.2% | -16% | ?
COc1ccc(OCCOc2ccc(N(C)S(=O)(=O)c3ccccc3)cc2)cc1 | 18% | 2% | 1.7% | nt | 19%
CCCCCCOC(=O)Cc1c(C)nc(N)[nH]c1=O | 71% | 10% | 0.5% | 4% | 8%
Cc1ccc(C(=O)N2CCCCC2C(=O)O)cc1S(=O)(=O)N1CCCCC1 (centres undefined) | -10% | 3% | 0.3% | nt | 0%
COc1ccc(CCNC(=O)C2CCC(=O)N2Cc2ccccc2Cl)cc1OC (centres undefined) | -8% | -8% | 0.4% | 4% | 1%
Cc1occc1C(=O)NNC(=O)C(c1ccccc1)c1ccccc1 | 6% | -1% | 2.2% | -9% | 5%
CCOc1ccc(Nc2nc3ccccc3n2C)cc1 | 23% | -24% | 0.0% | 3% | -1%
O=C(COC(=O)/C=C/c1ccc(OC(F)F)cc1)NC1CCCCCCC1 | 6% | -6% | 1.0% | -4% | ?
COc1ccc(-c2noc(CSc3nc4ccccc4c(=O)n3-c3ccccc3)n2)cc1OC | -7% | -6% | 9.1% | -16% | 1%
Cc1ccnc(NC(=O)CCC(=O)N(CC(=O)NCC2CCCO2)Cc2ccc(F)cc2)c1 (centres undefined) | 5% | -3% | 3.7% | 20% | 4%
CCn1cc(S(=O)(=O)CC(=O)NC2CCCCC2)c2ccccc21 | -8% | -11% | 1.6% | 1% | -5% | inhibitors of VEEV 10K pilot screen=1.8
O=C(CCC(=O)NNC(=O)Nc1cccc(Cl)c1)NCc1ccccc1 | -2% | 1% | 0.9% | 1% | -2%
CC1(C)Cc2c(c(-c3ccco3)nc3sc4c(NCCN5CCOCC5)ncnc4c23)CO1 | 67% | 1% | 7.0% | 1% | 69%
CSc1nncn1/N=C/c1cc(Cl)ccc1F | -4% | -6% | 2.7% | 7% | 0%
Cn1c(=O)n(CCO)c(=O)c2c1nc(Br)n2Cc1ccccc1 | -8% | 0% | 0.8% | 8% | 2%
O=C(Nc1ccc(OC(F)F)cc1)c1cc(S(=O)(=O)N2CCOCC2)ccc1N1CCCC1 | nt | -1% | 2.2% | nt | nt
COc1ccc(Br)cc1/C=N/NC(=O)c1cccc(S(=O)(=O)N2CCOCC2)c1 | 23% | -6% | 0.3% | 2% | 25%
CC(=O)c1ccc(NS(=O)(=O)c2cc3c(cc2C)N(C(C)=O)CCO3)cc1 | -10% | 0% | 0.8% | 7% | -3%
O=C(O)CN1C(=O)SC(Nc2ccc(Cl)cc2)C1=O (centres undefined) | 3% | -17% | i | 0% | -4%
O=C(CCNC(=O)c1ccccc1Cl)Nc1cc(C(F)(F)F)ccc1Cl | -11% | 4% | 0.1% | -1% | -2%
c1ccc(N2CCN(Cc3ccsc3)CC2)nc1 | -5% | 4% | 1.3% | 14% | 4%
CC(=NNC(=O)c1ccncc1)c1cccc(Br)c1 | nt | -8% | 9.6% | nt | nt
COc1ccc(OC)c(-c2c(C#N)c(N)nc3c2c(=O)nc2sccn23)c1 | -11% | -10% | i | 6% | 4%
O=C(NCc1nnc2c3ccccc3c(-c3ccccc3)nn12)c1ccccc1Cl | 21% | -5% | 0.1% | 2% | 59%
Cc1[nH][nH]c(=O)c1C=NCc1cccs1 | 4% | 1% | 0.4% | -2% | -4%
O=C(c1cccc(NS(=O)(=O)c2ccc(F)c(F)c2)c1)N1CCN(C(c2ccccc2)c2ccccc2)CC1 | -10% | -8% | 3.2% | 3% | -5%
O=C(CN1CCN(c2ccc(F)cc2)CC1)Nc1ccc(-n2cnnn2)cc1 | -2% | -5% | i | -3% | 5%
Oc1ccc(-c2[nH]ncc2-c2cnn(-c3ccccc3)c2)c(O)c1 | 13% | -4% | 8.0% | 4% | -2%
COc1ccc(O)c(/C=N\NC(=O)CCn2nnc3ccccc32)c1 | 17% | 5% | 11% | 7% | -2%
O=C(NCCC(=O)N1CCN(c2ccccn2)CC1)c1ccc([N+](=O)[O-])cc1 | -5% | -17% | 0.9% | nt | -5%
O=C(NCc1nnc(SCC(=O)N2CCCc3ccccc32)o1)c1c(F)cccc1Cl | -2% | 10% | 1.0% | 1% | -2%
CCCOc1ccc(NC(N)=O)cc1OCCC | -14% | 4% | i | 1% | -3%
CC(C)CN(CC(C)C)S(=O)(=O)N1CCC(C(=O)NCCN2CCOCC2)CC1 | 15% | -1% | 0.1% | 0% | 6%
O=C(CO/N=C/c1ccccc1OC(F)F)NC1CCCC1 | -2% | -7% | 1.7% | -9% | 8%
COc1cc(NC(=O)c2cc([N+](=O)[O-])ccc2NC(=O)CNC2CCCCC2C)cc(OC)c1 (centres undefined) | 17% | 0% | 3.0% | 4% | 4%
CCOc1ccc(-c2nnn(CCC#N)n2)cc1OC | -4% | -10% | 0.9% | -2% | -4%
CCCOc1c(Br)cc(C(=O)OCC(=O)NC(=O)c2cccn2C)cc1OC | 5% | -7% | 1.4% | nt | 0%
C/C=C/Cn1c(N(C)Cc2ccccc2)nc2c1c(=O)[nH]c(=O)n2C | nt | 0% | 6.7% | nt | -1%
Cc1ccc(C(C)NC(=O)c2ccco2)cc1 (centres undefined) | nt | 2% | 0.4% | 8% | 8%
O=C1N2c3ccccc3CCc3cccc(c32)C1(O)C(F)(F)F (centres undefined) | 3% | -1% | 0.6% | -7% | -1%
Cc1c(Nc2nc(-c3ccc(Cl)cc3)cs2)c(=O)n(-c2ccccc2)n1C | 29% | -3% | 0.5% | -1% | 1%
O=C(CCn1cnnn1)Nc1ccc(Cl)cc1Cl | -4% | -6% | 0.0% | 4% | -6%
C=C1C(=O)OC2C1CCC(C)=C1C(=O)C3OC3(C)C12 (centres undefined) | nt | -1% | 0.1% | nt | nt
CCOCCn1ccc2c(OCC(=O)NCCc3ccc(OC)c(OC)c3)cccc2c1=O | -17% | -18% | 2.1% | 3% | -1%
CN(Cc1ccccc1)C(=O)COC(=O)Cn1cnc2ccccc21 | 4% | -7% | 1.1% | 3% | 5%
COc1ccc(N2CCN(C(CNS(=O)(=O)c3cc(F)ccc3F)c3cccnc3)CC2)cc1 (centres undefined) | 27% | 1% | 4.8% | 2% | -1%

3 structures from above, arranged by molecular weight, falling.
SMILES | tuberculosis growth | H1N1 NS1A inhibition | inhibitors of VEEV | PhoP GFP inhibition | H37Rv inhibition | others
CCCOc1c(Br)cc(C(=O)OCC(=O)NC(=O)c2cccn2C)cc1OC | 5% | -7% | 1.4% | nt | 0%
C/C=C/Cn1c(N(C)Cc2ccccc2)nc2c1c(=O)[nH]c(=O)n2C | nt | 0% | 6.7% | nt | -1%
O=C(CCn1cnnn1)Nc1ccc(Cl)cc1Cl | -4% | -6% | 0.0% | 4% | -6%
